VIM-2 inhibitor – inhibitors of Pseudomonas aeruginosa VIM-2 metallo-beta-lactamase; purified VIM-2, nitrocefin hydrolysis, epi-absorbance fluorescence; inhibition, % at 5.6 µM; 290,000 tested, 0.89% active; AID 1527;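 active = inhibition above the mean of all tested compounds plus 3 SD, cutoff set per screening run, cut at about 7.5% in these data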;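 note: red hydrolysis product quenches plate fluorescence so inhibitors raise well fluorescence; 0% = enzyme with DMSO and 100% = DMSO without enzyme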
HCV NS3 hel inh – blocks Hepatitis C virus NS3 helicase unwinding; NS3 helicase DNA unwinding, Cy5 molecular beacon fluorescence; inhibition, % at 10.9 µM; 290,000 tested, 0.56% active;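 active = inhibition above the mean of all tested compounds plus 3 SD, set per campaign, cut at about 35% in these data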;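 note: 0% = DMSO wells and 100% = thioflavine S control wells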
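System: NS3 helicase fragment of HCV / Schedule: 1 h at 25 °C / Control set: DMSO alone as 0% and 110 µM thioflavine S as 100% / Reagent: Cy5/quencher beacon DNA duplex and ATP to start / Technique: Cy5 fluorescence / Replication: singlicate / Evaluation: % inhibition of end-to-start signal ratio versus controls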
PHOSPHO1 block – PHOSPHO1 (human) inhibition. Q8TCT1. recombinant PHOSPHO1, absorbance phosphatase assay. inhibition, % at 13.3 µM. 290,000 tested, 1.1% active. AID 1565; in the data active = inhibition above about 60%
Target sequence (Q8TCT1 whole entry, looked up): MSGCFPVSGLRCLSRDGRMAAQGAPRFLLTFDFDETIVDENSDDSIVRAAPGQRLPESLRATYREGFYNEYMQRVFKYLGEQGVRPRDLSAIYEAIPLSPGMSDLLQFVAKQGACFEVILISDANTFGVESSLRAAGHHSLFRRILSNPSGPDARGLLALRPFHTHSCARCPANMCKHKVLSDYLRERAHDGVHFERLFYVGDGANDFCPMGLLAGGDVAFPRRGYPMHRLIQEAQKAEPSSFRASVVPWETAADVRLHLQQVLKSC
GalR3 antag – blocks the human galanin receptor 3. 360,000 tested, 0.44% active. HEK293 GalR3-CNG cAMP membrane potential fluorescence; galR3 body fused to GalR1 C-terminus. inhibition, % at 3 µM;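 active = inhibition above the screen-wide average plus 3 SD, cut at about 13% in these data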;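 note: forskolin and galanin both at EC90 stimulate the cells; cAMP rise reported by CNG channel membrane potential dye signal; 0% = forskolin plus galanin with DMSO and 100% = forskolin alone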
OXTR agonist – activates the human oxytocin receptor | P30559 | CHO-OTR cells, Fluo-8 calcium fluorescence; normalized: DMSO 0%, oxytocin 100% | activation, % at 3 µM | 320,000 tested, 0.32% active;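 active = activation above the mean of all tested compounds plus 3 SD, cutoff set per screening run, cut at about 20% in these data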;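 note: peak over basal fluorescence ratio from a 100 s FLIPR kinetic read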
Target sequence (P30559 whole entry, looked up): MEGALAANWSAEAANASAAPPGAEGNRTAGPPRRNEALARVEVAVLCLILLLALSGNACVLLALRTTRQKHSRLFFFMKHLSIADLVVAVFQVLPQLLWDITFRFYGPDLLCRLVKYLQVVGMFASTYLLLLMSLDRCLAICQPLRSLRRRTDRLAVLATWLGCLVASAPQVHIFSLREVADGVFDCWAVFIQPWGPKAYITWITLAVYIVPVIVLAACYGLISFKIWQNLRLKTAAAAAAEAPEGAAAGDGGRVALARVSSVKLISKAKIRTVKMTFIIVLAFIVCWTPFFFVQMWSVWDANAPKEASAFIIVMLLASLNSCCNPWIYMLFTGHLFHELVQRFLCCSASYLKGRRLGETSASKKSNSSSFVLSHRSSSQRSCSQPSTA
GPR7 antagonist – human neuropeptides B/W receptor 1 antagonism. P48145. GPR7-expressing cells, fluorescence antagonist assay. inhibition, % at 4.4 µM. 290,000 tested, 1.1% active; in the data active = inhibition above about 16%, passing the limit was not always enough;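 note: cells stimulated with the agonist NPW; 0% = agonist with vehicle and 100% = vehicle without agonist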
DNA FID counter – displaces DNA intercalator in HCV helicase counter-screen; DNA fluorescent intercalator displacement, fluorescence; inhibition, % at 7.9 µM; 290,000 tested, 0.17% active; in the data active = inhibition above about 37%;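 note: 0% = vehicle and 100% = reference compound; higher means more ethidium bromide displaced from hairpin DNA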
V1R ag counter – activates human V1a receptor in oxytocin agonist counter-screen. P37288. CHO-V1R cells, Fluo-8 calcium fluorescence, agonist mode; 0% DMSO, 100% 3 nM vasopressin. activation, % at 3 µM. 320,000 tested, 0.25% active. AID 2797;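 active = activation above the mean activation of all tested compounds plus 3 SD, per screening run, cut at about 20% in these data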;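 note: signal is peak over basal fluorescence ratio across a 100 second FLIPR read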
Target sequence (P37288 whole entry, looked up): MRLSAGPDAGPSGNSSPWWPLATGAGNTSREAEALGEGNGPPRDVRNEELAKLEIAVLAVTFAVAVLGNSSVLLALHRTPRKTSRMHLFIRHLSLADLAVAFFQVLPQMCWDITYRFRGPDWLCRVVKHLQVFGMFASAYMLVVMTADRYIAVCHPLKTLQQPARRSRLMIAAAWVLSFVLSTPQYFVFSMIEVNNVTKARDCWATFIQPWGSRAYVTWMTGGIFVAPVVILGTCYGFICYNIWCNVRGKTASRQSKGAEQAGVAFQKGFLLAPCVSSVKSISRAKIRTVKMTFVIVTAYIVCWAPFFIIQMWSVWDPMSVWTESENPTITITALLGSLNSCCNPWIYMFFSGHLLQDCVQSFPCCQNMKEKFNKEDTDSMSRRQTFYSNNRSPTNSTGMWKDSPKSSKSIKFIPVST
IMP-1 inh – blocks Pseudomonas aeruginosa IMP-1 metallo-beta-lactamase; purified IMP-1, nitrocefin hydrolysis, epi-absorbance fluorescence; inhibition, % at 5.6 µM; 290,000 tested, 0.45% active; AID 1556;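 active = inhibition above the mean plus 3 SD of all compounds in the same screening run, cut at about 4.5% in these data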;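 note: 0% = IMP-1 with DMSO and 100% = DMSO wells lacking enzyme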
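System: purified IMP-1; amount: IMP-1 0.2 nM before substrate addition; compound: single dose, 5.6 µM; times: 25 °C, 15 min preincubation, 25 min reaction; signal: Epi-absorbance via hydrolysed-nitrocefin quenching of white-plate fluorescence, 480/530 nm, EDTA stop; benchmarks: DMSO with and without IMP-1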
* = called active by the depositor; . = no result given.

SMILES | VIM-2 inhibitor | HCV NS3 hel inh | PHOSPHO1 block | GalR3 antag | OXTR agonist | GPR7 antagonist | DNA FID counter | V1R ag counter | IMP-1 inh
O=C(Nc1ccc2ccccc2c1)C(=O)C1C(=O)Nc2ccccc21 (stereo not given) | -0.7 | 7.7 | 1.0 | -8.1 | -0.5 | 13.1 | -0.3 | 0.0 | 1.2
O=C(NCc1ccccn1)C(=O)NCC1OCCN1C(=O)c1ccc(Cl)cc1 (stereo not given) | -6.0 | 6.1 | 4.5 | -2.3 | -0.8 | -4.9 | -16.3 | 0.3 | -4.7
COc1ccc(CN(C(=O)c2cc(=O)c3ccccc3o2)C2CCS(=O)(=O)C2)cc1 (stereo not given) | -1.7 | 0.9 | 38.0 | -1.2 | 0.8 | -17.9 | -35.5 | 1.1 | -2.2
COc1ccc(/C=N/Nc2ccccc2)cc1Cn1nc(C)c([N+](=O)[O-])c1C | -2.4 | -4.3 | 25.7 | -4.7 | -0.9 | 22.4 | -14.4 | -1.1 | 0.3
O=C(Nn1cnnc1)C1Cc2ccccc2CN1S(=O)(=O)c1ccc(F)cc1 (stereo not given) | -3.2 | -3.1 | -14.1 | 3.2 | -0.9 | -10.9 | -9.6 | -0.1 | -4.6
CCC1CCCCN1CCCNC(=O)c1c(O)nc2cc(C)ccn2c1=O (stereo not given) | 4.7 | 10.9 | 34.1 | -8.8 | -0.7 | -20.5 | 4.7 | -0.4 | 0.6
COc1cccc(-c2nnc3n2N=C(C(C)(C)C)CS3)c1 | 0.0 | -9.1 | 52.4 | -6.0 | -2.4 | -6.9 | -16.2 | -0.9 | -4.4
COC(=O)c1c(C)n(-c2ccc(C)cc2)c2ccc(O)cc12 | -3.1 | -8.7 | -11.5 | -6.0 | -1.5 | -15.3 | -18.5 | -1.2 | -2.4
O=C(O)COc1ccccc1/C=N/NC(=O)CSc1nc2ccccc2n1Cc1ccc(Cl)cc1 | 0.8 | -17.9 | 32.2 | -4.0 | -0.7 | 10.3 | -10.7 | 0.6 | 0.3
CCCCn1c(=N)n(CC(O)COc2ccccc2)c2ccccc21 (stereo not given) | -1.6 | -17.0 | 6.6 | -3.8 | 8.0 | 9.7 | 12.9 | 3.5 | -1.0

Reformatted: results already given
mol	VIM-2 inhibitor	HCV NS3 hel inh	PHOSPHO1 block	GalR3 antag	OXTR agonist	GPR7 antagonist	DNA FID counter	V1R ag counter	IMP-1 inh
O=C(Nn1cnnc1)C1Cc2ccccc2CN1S(=O)(=O)c1ccc(F)cc1 (stereo not given)	-3.2	-3.1	-14.1	3.2	-0.9	-10.9	-9.6	-0.1	-4.6
O=C(NCc1ccccn1)C(=O)NCC1OCCN1C(=O)c1ccc(Cl)cc1 (stereo not given)	-6.0	6.1	4.5	-2.3	-0.8	-4.9	-16.3	0.3	-4.7
COc1ccc(CN(C(=O)c2cc(=O)c3ccccc3o2)C2CCS(=O)(=O)C2)cc1 (stereo not given)	-1.7	0.9	38.0	-1.2	0.8	-17.9	-35.5	1.1	-2.2

Later entries.
SMILES | VIM-2 inhibitor | HCV NS3 hel inh | PHOSPHO1 block | GalR3 antag | OXTR agonist | GPR7 antagonist | DNA FID counter | V1R ag counter | IMP-1 inh
CN(C(=O)c1ccccc1-c1ccccc1C(=O)O)c1ccccc1 | -2.9 | 6.1 | . | -7.8 | -0.8 | -14.1 | -7.8 | 0.7 | -1.2
CCN(CC)CCN(C(=O)c1ccc2c(c1)OCCO2)c1nc2cc(C)cc(C)c2s1 | 0.1 | -36.7 | 37.7 | -1.5 | 0.5 | 4.0 | 20.2 | 2.5 | -0.2
Cc1ccccc1C(=O)NNC(=O)CSc1nc2ccccc2c(=O)[nH]1 | -3.9 | 0.4 | -5.3 | -3.0 | 0.5 | -16.2 | -6.3 | 0.0 | -1.6
COc1c2ccoc2nc2c(OC)c(O)ccc12 | -0.1 | -3.8 | 3.2 | 1.7 | -0.2 | -17.3 | -5.8 | 0.3 | -3.0
Cc1ccc(C(NC(=O)N2CCOCC2)C(Cl)(Cl)Cl)cc1F (stereo not given) | -1.3 | -4.0 | 0.8 | -4.0 | -1.2 | 0.2 | -6.8 | -0.3 | -1.5
CCN(C(=O)c1c(OC)cccc1OC)c1nnc(-c2cccnc2)s1 | -5.1 | -10.1 | -5.6 | 2.9 | -1.6 | -4.2 | -10.8 | -0.1 | -1.3
Cc1ccc(/C=C/C(=O)NC(=S)Nc2ccccc2C(=O)NC2CCCCC2)cc1 | -1.8 | -1.9 | 31.7 | -11.1 | 0.3 | -4.1 | -7.6 | 1.0 | -0.1
O=C(CSCc1ccccc1Cl)Nc1c[nH]c(=O)[nH]c1=O | -1.2 | -10.6 | 5.6 | 1.4 | 0.4 | -8.5 | -2.2 | 0.5 | -6.2
CC(NC(=O)c1ccccc1)C(=O)OCC(=O)N1c2ccccc2Sc2ccccc21 (stereo not given) | -1.2 | -38.1 | 7.3 | -7.8 | 3.3 | -4.5 | -31.9 | 4.5 | 0.1
COCCCNCCOc1ccc(C(C)(C)c2ccccc2)cc1 | -2.2 | -57.3 | -13.9 | -9.1 | 11.8 | 8.5 | 22.4 | 6.8 | -1.9
CCOc1cc(CNS(=O)(=O)c2cn(C)cn2)cc(OCC)c1OCC | -2.8 | 29.3 | 36.8 | 7.2 | -0.4 | -11.8 | -24.0 | -0.1 | 0.1
CCOC(=O)Cc1csc(NS(=O)(=O)c2ccccc2)n1 | -2.5 | 6.5 | 15.3 | -1.0 | 0.1 | -1.0 | -2.7 | -0.4 | -2.4
CC(=O)Nc1ccc(NS(=O)(=O)c2cc(-c3n[nH]c(=O)c4ccccc34)ccc2C)cc1 | 0.2 | -1.7 | 32.2 | -4.1 | -0.2 | -11.1 | -12.4 | 0.6 | -2.8
CCOc1ccc2[nH]c(=O)c(CN(CCO)C(=O)c3ccc(Br)cc3)cc2c1 | -1.9 | -4.4 | 21.5 | -0.7 | -2.2 | -4.3 | -23.0 | -1.1 | -3.0
O=C(N/N=C/c1ccccn1)c1cccc(NC(=O)c2ccc(Cl)cc2)c1 | -1.3 | -15.4 | 41.5 | -12.6 | 1.0 | 5.6 | -7.5 | 1.5 | -1.9
CCCc1cc(-c2n[nH]c(=S)n2CC)cs1 | 2.6 | 3.8 | 6.5 | -4.7 | -2.1 | -0.7 | -14.9 | 0.1 | -0.6
C(=N\N1CCOCC1)/c1ccsc1 | -2.5 | 12.2 | 56.5 | -8.9 | -0.5 | -12.5 | -7.6 | -0.1 | -2.9
O=C(CN1C(=O)S/C(=C/c2ccccn2)C1=O)N1CCOCC1 | -2.2 | 3.3 | 26.1 | -0.5 | 0.5 | -4.2 | -0.6 | -0.4 | -0.7
CC(=O)Nc1ccc(NC(=O)COC(=O)Cc2c[nH]c3ccccc23)cc1 | -0.4 | -5.2 | -2.0 | -3.0 | 0.2 | 13.0 | -5.0 | 0.4 | -0.9
CCc1ccc(-n2cc(-c3ccc([N+](=O)[O-])cc3)[nH]c2=S)cc1 | -3.5 | 10.4 | -18.4 | -8.6 | 4.5 | -5.9 | -2.3 | -0.3 | -4.6
COc1ccc(S(=O)(=O)Nc2cccc(Cl)c2)cc1OC | -1.8 | -4.1 | 50.0 | -10.8 | 2.5 | -2.0 | -5.2 | 1.3 | -1.2
Cc1cc(Cl)ccc1OCC(=O)NN1C(=O)C2C3C=CC(C3)C2C1=O (stereo not given) | -7.5 | 4.3 | 11.7 | -4.3 | -0.4 | -1.8 | -6.5 | -0.1 | -2.2
Cc1ccnn2cc3c(=O)n(C)c(=O)n(C)c3c12 | -1.5 | 4.8 | -0.1 | . | -0.2 | -8.1 | 0.7 | 1.6 | -1.3
CNC(=O)CC1C(=O)N(c2ccc(F)cc2)C(=S)N1NC(=O)c1ccc(Br)cc1 (stereo not given) | -1.7 | -1.9 | 28.6 | -9.7 | 0.1 | 1.5 | -7.4 | 0.2 | -2.1
COCCN1C=C(C(=O)OC)C(c2cc(Br)c(OC)c(OC)c2)C(C(=O)OC)=C1 | 0.7 | -6.7 | -16.3 | -4.0 | -2.1 | -9.1 | -20.7 | -1.1 | -4.1
O=C(COC(=O)c1ccco1)Nc1cccc(Br)c1 | -0.9 | -1.4 | -1.6 | -3.7 | 1.7 | -2.3 | -2.6 | 2.5 | 0.0
Cc1nonc1OCCN1CCN(c2ccc([N+](=O)[O-])cc2)CC1 | -3.5 | 9.3 | 23.1 | -8.1 | 3.2 | 13.2 | -3.6 | 8.2 | -4.1
Cc1nc(NC(C)C(=O)O)c2nc(C)oc2n1 (stereo not given) | -3.7 | -1.9 | 62.3* | -3.7 | 0.0 | 1.9 | 2.4 | 0.6 | -3.8
CC1CCCCC1NC(=O)COCc1cc(-c2cccs2)on1 (stereo not given) | -1.5 | -0.5 | 22.2 | -7.5 | -1.3 | 2.7 | -34.0 | 0.1 | -3.6
CCn1c(=O)c([N+](=O)[O-])c(NCC(O)c2ccccc2)c2ccccc21 (stereo not given) | 1.9 | -1.9 | 16.3 | -2.7 | 2.5 | -2.8 | -5.1 | 2.3 | -0.8
COc1ccccc1NC(=O)c1c(N=Cc2c(O)ccc3ccccc23)cnn1C | -3.4 | -12.3 | -16.6 | 0.3 | 0.1 | -3.1 | -8.2 | -0.2 | -2.0
CN(C)c1ccc(C2Nc3ccccc3C(=O)N2NS(=O)(=O)c2ccccc2)cc1 (stereo not given) | -1.4 | -10.0 | 23.3 | 6.6 | -0.9 | -2.5 | -5.8 | 0.1 | -1.3
Cc1c(Cl)c([N+](=O)[O-])nn1CC(=O)NC12CC3CC(CC(C3)C1)C2 | 0.9 | -5.3 | 4.8 | 0.7 | 0.0 | 6.7 | 5.8 | 0.2 | -0.3
COc1cc(/C=C2/SC(=O)NC2=O)ccc1OC(=O)c1ccco1 | -4.1 | -3.2 | 42.7 | 0.0 | -1.3 | 3.2 | -34.7 | 1.4 | -1.6
CCCN1CCN(C(=S)Nc2ccc([N+](=O)[O-])cc2)CC1 | -2.6 | -2.6 | -7.1 | -1.5 | 0.5 | 4.6 | 2.1 | -0.2 | -0.8
NS(=O)(=O)c1ccc(NC(=O)COC(=O)COc2ccccc2)cc1 | -2.5 | -3.3 | 33.5 | -0.7 | 0.2 | 0.9 | 1.0 | 0.5 | -3.0
O=C(C/C=N/OCc1ccc(F)cc1Cl)c1cnc(-c2ccccc2)s1 | -1.4 | 10.5 | -24.1 | -3.8 | 0.0 | 0.5 | 0.0 | -0.7 | -1.8
COc1ccc(CN2C(=NC(=O)C3CCCCC3)SC3CS(=O)(=O)CC32)cc1 (stereo not given) | -4.0 | -4.7 | 12.1 | -3.5 | 0.4 | -15.9 | -13.4 | 1.0 | -2.1
C=CCNC(=O)NC(=O)CN1C(=O)NC(c2ccccc2)(c2ccccc2)C1=O | -0.9 | -7.8 | 43.3 | -9.6 | 0.0 | -0.9 | -31.9 | -0.3 | -3.3
O=c1c(O)c(-c2cccs2)oc2ccc(Cl)cc12 | 2.3 | 8.7 | -6.0 | -7.9 | 63.2* | 23.9* | -3.7 | 91.8* | 0.2
O=C(CS(=O)(=O)c1cn(CC(=O)N2CCOCC2)c2ccccc12)NCc1ccc(F)cc1 | -1.2 | -6.5 | 14.2 | -4.5 | -0.4 | 2.5 | -18.6 | 0.5 | -1.9

High-throughput results as filed in PubChem.
